Source: PubChem BioAssay
ERp5 inh = blocks human ERp5 reductase activity on insulin; Q15084; ERp5 insulin aggregation, absorbance 650 nm, 90 min; inhibition, % at 9.99 µM; actives 0.05% (n = 350,000); AID 651711;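 active means mean replicate inhibition above about 25%, with every replicate also reaching it, limit read from the data, passing the limit was not always enough; inconclusive means only one of those two criteria met; inactive means neither criterion met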
Target sequence (Q15084 whole entry, looked up): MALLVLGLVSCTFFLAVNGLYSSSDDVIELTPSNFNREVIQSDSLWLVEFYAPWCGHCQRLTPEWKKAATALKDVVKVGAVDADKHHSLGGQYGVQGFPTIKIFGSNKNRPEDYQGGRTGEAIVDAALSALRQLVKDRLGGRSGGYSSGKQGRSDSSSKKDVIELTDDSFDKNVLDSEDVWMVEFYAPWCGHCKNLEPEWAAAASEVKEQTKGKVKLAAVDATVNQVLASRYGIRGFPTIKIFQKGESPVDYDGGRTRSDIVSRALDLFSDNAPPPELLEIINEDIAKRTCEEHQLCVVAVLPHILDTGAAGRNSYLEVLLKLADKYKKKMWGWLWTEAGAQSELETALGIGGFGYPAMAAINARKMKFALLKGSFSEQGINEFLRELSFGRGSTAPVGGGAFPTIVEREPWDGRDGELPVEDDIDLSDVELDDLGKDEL
EWS-Fli block = EWS/Fli transcriptional activity inhibition; A673 NR0B1-luciferase reporter, viability-normalised; inhibition, % at 12.6 µM; actives 0.67% (n = 350,000); AID 651661;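 active means mean inhibition of at least 50% after viability correction, with every replicate also passing that limit; inconclusive means mean reaches 50% but only one of two replicates passes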;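 further: firefly luciferase signal divided by Alamar Blue viability fluorescence both relative to DMSO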
DENV2 CPE rescue = inhibitors of DENV2 cytopathic effect; DENV2-infected cells, cytopathic effect rescue, plate reader; CPE inhibition, % at 9.99 µM; actives 1.7% (n = 350,000); AID 651640; in the data active means CPE inhibition above about 20%, passing the limit was not always enough; inconclusive means no clear call, values can overlap the other calls; tested in BHK-21 cells;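 further: 0% = median of neutral control wells and 100% = median of positive control wells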
ARNT TACC3 PPI = ARNT/TACC3 interaction disruption | Q9Y6A5 | AlphaScreen His-ARNT PAS-B/GST-TACC3 binding, luminescence; TACC3 fragment carries E629A point mutation | inhibition, % at 9.99 µM | actives 0.66% (n = 390,000);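 active means mean inhibition of replicates at least 50% and at least half of replicates each reaching 50%; inconclusive means half or more replicates reach 50% but mean below 50%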;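 further: 0% = complete ARNT plus TACC3 wells and 100% = ARNT alone without TACC3; many hits fall short of the cut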
PAX8 reporter = PAX8 transcriptional activity inhibition. AID 652154. RMG-I TPO-luciferase reporter, SteadyGlo, 24 h. inhibition, % at 12.6 µM. actives 1.2% (n = 360,000);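 active means mean replicate inhibition at least 60% with every replicate also reaching 60%; inconclusive means only one of the two criteria is met; inactive means mean below 60% and not all replicates reaching 60%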;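 further: luciferase light reporting Pax8 driven TPO promoter activity; plate controls were median of neutral control wells for no effect and mitoxantrone controls for full effect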
INS-1E GSIS act = primary screen for activators of insulin secretion dependent on glucose, INS-1E cells, GLuc reporter luminescence; INS-1E GLuc reporter insulin secretion, 2-3 h; activation, % at 16.6 µM; actives 0.61% (n = 370,000); AID 743287;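 active means lowest replicate activation of at least 40%, so every replicate reaches that level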;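 further: 0% = median of neutral control wells and 100% = median of IBMX positive control wells; some compounds called inactive have numbers as strong as hits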
Xi reactivation = X-chromosome reactivation activator | activation, % at 7.58 µM | AID 743238 | actives 0.055% (n = 360,000) | XiGFP mouse fibroblasts, % GFP-positive cells imaging, 3 d; cells co-treated with 5-aza-dC sensitizer; scaled so ellipticine positive control = 100%;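 active means mean normalized replicate activation at least 10% and every replicate at or above 10%; inconclusive means only one of the two criteria met; inactive means mean below 10% and not all replicates reach 10%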;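 further: 0% = median of on-plate neutral control wells and 100% = ellipticine 6 µM median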
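Schedule: 3 d treatment, 15 min room-temperature fixation; system: 68-5-11 XiGFP fibroblast line; buffer or medium: DMEM plus 5-aza-dC sensitizer; control set: ellipticine 6 µM positive control; compound: one concentration, pinned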
F508del corr = CFTR F508del correction in bronchial cells; CFBE cells, YFP halide quenching; stimulated with forskolin plus potentiator P3; % fluorescence drop versus neutral controls; activity (quench increase), % at 7.58 µM; actives 0.36% (n = 350,000);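 active means mean added fluorescence quench of at least 8% versus neutral control, with both replicates also reaching 8%; inconclusive means only one of the mean or replicate conditions met; inactive means mean below 8% and not both replicates reaching 8%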;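 further: cells transiently co-express mutant CFTR-F508del with the halide-sensitive YFP; corrector assay measuring rescue of mutant channel to the surface after 24 h compound exposure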
Starred values were filed as active, the others as inactive.

For O=C(CNC(=O)C1COc2ccccc2O1)N/N=C/c1ccc([N+](=O)[O-])cc1 (stereo not drawn) the results were ERp5 inh 2, EWS-Fli block -6, DENV2 CPE rescue -3, ARNT TACC3 PPI -2, PAX8 reporter 17, INS-1E GSIS act -18, Xi reactivation 0.5 and F508del corr 0.6.
Screening O=C(COC(=O)COc1ccccc1)NCc1ccc2c(c1)OCO2 returned ERp5 inh 2, EWS-Fli block -1, DENV2 CPE rescue -3, ARNT TACC3 PPI -5, Xi reactivation -0.1 and F508del corr -2.3.
For C[C@H](O)C#Cc1ccc2c(c1)O[C@H](CN(C)C(=O)Nc1ccccc1)[C@H](C)CN([C@@H](C)CO)S2(=O)=O the results were ERp5 inh 2, EWS-Fli block -7, DENV2 CPE rescue 0, ARNT TACC3 PPI 1, PAX8 reporter -28, INS-1E GSIS act 8, Xi reactivation -1.2 and F508del corr 6.0.
C[C@H]1CCCCO[C@H](CN(C)S(=O)(=O)c2ccccc2)[C@@H](C)CN([C@@H](C)CO)C(=O)c2cc(NC(=O)c3ccccc3)ccc2O1 was read as ERp5 inh 2, EWS-Fli block -16, DENV2 CPE rescue -8, ARNT TACC3 PPI 6, PAX8 reporter -25, INS-1E GSIS act -14, Xi reactivation 0.1 and F508del corr -0.1.
Screening COc1cc(CC(=O)Nc2c(-c3ccccc3)[nH][nH]c2=O)cc(OC)c1 returned ERp5 inh -6, EWS-Fli block 9, DENV2 CPE rescue 2, PAX8 reporter -2, INS-1E GSIS act 5, Xi reactivation 0.1 and F508del corr -0.9.
`CCOC(=O)C1(CC2CC2)CCN(Cc2cn[nH]c2-c2ccccc2)CC1` gave ERp5 inh -4, EWS-Fli block -15, DENV2 CPE rescue -2, ARNT TACC3 PPI 1, PAX8 reporter 13, INS-1E GSIS act 2, Xi reactivation 0.0 and F508del corr -2.3.
CO[C@H]1CN(C)C(=O)c2ccc(NC(=O)Cc3ccccc3)cc2OC[C@H](C)NC[C@@H]1C was read as ERp5 inh -9, DENV2 CPE rescue -9, INS-1E GSIS act -2, Xi reactivation 0.3 and F508del corr -0.9.
CC(=O)c1ccc(S(=O)(=O)N2CCCC(N(C)CCc3ccccn3)C2)cc1 (stereo not drawn) was read as ERp5 inh 6, EWS-Fli block 0, DENV2 CPE rescue 1, ARNT TACC3 PPI 4, PAX8 reporter 1, INS-1E GSIS act 20, Xi reactivation 0.0 and F508del corr -0.4.
Screening COCCCNC(=O)CN(c1cc(Cl)ccc1OC)S(C)(=O)=O returned ERp5 inh 3, EWS-Fli block 1, DENV2 CPE rescue 6, ARNT TACC3 PPI -16, PAX8 reporter 10, INS-1E GSIS act 2, Xi reactivation 0.1 and F508del corr 1.8.
Cc1ccc(N2CC(C(=O)Nc3nnc(SCC(=O)Nc4nc(C)cs4)s3)CC2=O)cc1 (stereo not drawn) was read as ERp5 inh 4, EWS-Fli block -9, DENV2 CPE rescue -4, ARNT TACC3 PPI -5, PAX8 reporter -10, INS-1E GSIS act -7, Xi reactivation 0.0 and F508del corr 1.0.
COc1ccc(CCC(=O)OCC(=O)Nc2ccccc2OC(F)F)cc1OC was read as ERp5 inh 0, EWS-Fli block 2, DENV2 CPE rescue 3, ARNT TACC3 PPI -10, PAX8 reporter -36, INS-1E GSIS act 33, Xi reactivation 0.1 and F508del corr 0.5.
COc1cccc(C#Cc2ccc([C@@H]3[C@@H](CO)N4C(=O)CN(C(=O)Cc5cccnc5)C[C@H]34)cc2)c1 was read as ERp5 inh 4, EWS-Fli block -5, DENV2 CPE rescue -2, INS-1E GSIS act -23, Xi reactivation 0.1 and F508del corr -0.5.
For COc1ccc(C(=O)NCCN2CCOCC2)c(OC)c1OC the results were ERp5 inh 1, EWS-Fli block -4, DENV2 CPE rescue 5, ARNT TACC3 PPI 21, PAX8 reporter -14, INS-1E GSIS act -3, Xi reactivation 0.0 and F508del corr 1.0.
`COc1ccc(OC)c(CN2CCN(C(=O)c3cccc(S(=O)(=O)Nc4ccccc4OC)c3)CC2)c1` gave ERp5 inh 1, EWS-Fli block 9, DENV2 CPE rescue 11, ARNT TACC3 PPI 5, PAX8 reporter 10, INS-1E GSIS act -19, Xi reactivation -0.1 and F508del corr 0.4.
`CO[C@H]1O[C@H](CO)[C@@H](OC(=O)Nc2ccccc2)[C@H](OC(=O)Nc2ccc3c(c2)OCO3)[C@H]1OC(=O)Nc1ccc2c(c1)OCO2` gave ERp5 inh 4, EWS-Fli block 6, DENV2 CPE rescue -2, ARNT TACC3 PPI 12, PAX8 reporter 17 and F508del corr -3.0.
`Cc1ccccc1NC(=O)NNC(=O)OC(C)(C)C` gave ERp5 inh 0, EWS-Fli block 3, DENV2 CPE rescue -4, ARNT TACC3 PPI -7, PAX8 reporter 15, INS-1E GSIS act 21, Xi reactivation -0.2 and F508del corr 4.4.
For O=C(NCc1ccc(Cl)cc1)c1ccc(CNc2c(N3CCCC3)c(=O)c2=O)cc1 the results were ERp5 inh 12, EWS-Fli block 18, DENV2 CPE rescue -3, ARNT TACC3 PPI 1, PAX8 reporter 2, INS-1E GSIS act -10, Xi reactivation 0.3 and F508del corr -0.1.
For CC1CCN(CCCCOc2cccc(Br)c2)CC1 the results were ARNT TACC3 PPI -3, PAX8 reporter 7, INS-1E GSIS act 53 and Xi reactivation 0.0.
`OCCN1CCN(c2ncnc3c2ncn3[C@H]2CN(Cc3ccc(-c4ccccc4)cc3)C[C@@H](CO)O2)CC1` gave ERp5 inh -2, EWS-Fli block 24, DENV2 CPE rescue inconclusive, PAX8 reporter 21, INS-1E GSIS act -4, Xi reactivation 0.1 and F508del corr 0.4.
`COc1ccc(NS(=O)(=O)c2ccc(N/N=C(\C)c3ccncc3)c([N+](=O)[O-])c2)cc1` gave ERp5 inh 3, EWS-Fli block 23, DENV2 CPE rescue -6, ARNT TACC3 PPI 5, PAX8 reporter 3, INS-1E GSIS act -11 and Xi reactivation -0.1.

For reference, 3 of the compounds above:
For CC1CCN(CCCCOc2cccc(Br)c2)CC1 the results were ARNT TACC3 PPI -3, PAX8 reporter 7, INS-1E GSIS act 53 and Xi reactivation 0.0.
`OCCN1CCN(c2ncnc3c2ncn3[C@H]2CN(Cc3ccc(-c4ccccc4)cc3)C[C@@H](CO)O2)CC1` gave ERp5 inh -2, EWS-Fli block 24, DENV2 CPE rescue inconclusive, PAX8 reporter 21, INS-1E GSIS act -4, Xi reactivation 0.1 and F508del corr 0.4.
`COc1ccc(NS(=O)(=O)c2ccc(N/N=C(\C)c3ccncc3)c([N+](=O)[O-])c2)cc1` gave ERp5 inh 3, EWS-Fli block 23, DENV2 CPE rescue -6, ARNT TACC3 PPI 5, PAX8 reporter 3, INS-1E GSIS act -11 and Xi reactivation -0.1.

Next section:
`CC(=O)N(C)C[C@H]1Oc2cc(C#Cc3cccnc3)ccc2S(=O)(=O)N([C@H](C)CO)C[C@@H]1C` gave ERp5 inh 4, EWS-Fli block -5, DENV2 CPE rescue -4, ARNT TACC3 PPI -4, INS-1E GSIS act 26, Xi reactivation -0.5 and F508del corr -0.7.
C[C@@H]1CN([C@@H](C)CO)C(=O)c2cccc(NC(=O)Nc3ccc(C(F)(F)F)cc3)c2O[C@@H]1CN(C)S(=O)(=O)c1cccs1 was read as ERp5 inh 10, EWS-Fli block 1, DENV2 CPE rescue 13, ARNT TACC3 PPI -2 and F508del corr 1.1.
Screening O=C(CSc1nc2nc3c(cc2c(=O)n1-c1ccccc1)CCCC3)Nc1cccc2ccccc12 returned ERp5 inh -5, EWS-Fli block 15, DENV2 CPE rescue -3, ARNT TACC3 PPI -4, PAX8 reporter 33, INS-1E GSIS act -5, Xi reactivation -0.1 and F508del corr -2.3.
Screening CN(C)CC(=O)N1[C@@H](C#N)[C@H](c2ccc(-c3ccccc3F)cc2)[C@@H]1CO returned ERp5 inh 4, EWS-Fli block -6, DENV2 CPE rescue -4, ARNT TACC3 PPI 0, PAX8 reporter 9, INS-1E GSIS act -1, Xi reactivation -0.1 and F508del corr -2.7.
`C[C@H](CO)N1C[C@H](C)[C@H](CN(C)Cc2ccc(Oc3ccccc3)cc2)Oc2c(NC(=O)Nc3cccc4ccccc34)cccc2C1=O` gave ERp5 inh 4, EWS-Fli block 25, DENV2 CPE rescue 2, ARNT TACC3 PPI 5, INS-1E GSIS act -7, Xi reactivation 0.1 and F508del corr 1.5.
For NC(=O)c1ncn([C@@H]2O[C@H](C(=O)N3CCCN(Cc4ccccc4F)CC3)[C@@H](O)[C@H]2O)n1 the results were ERp5 inh -3, EWS-Fli block 5, DENV2 CPE rescue 3, PAX8 reporter -3, INS-1E GSIS act 4, Xi reactivation 0.6 and F508del corr 1.0.
For COCC(=O)Nc1ccc2c(c1)OCC(=O)N2Cc1ccccc1F the results were ERp5 inh 0, EWS-Fli block 2, DENV2 CPE rescue 2, ARNT TACC3 PPI 0, PAX8 reporter -5, INS-1E GSIS act -1, Xi reactivation -0.1 and F508del corr 1.2.
Screening COc1ccc(OC(=O)CCc2c[nH]c3ccccc23)cc1 returned ERp5 inh 2, EWS-Fli block 3, DENV2 CPE rescue inconclusive, ARNT TACC3 PPI -3, PAX8 reporter 16, INS-1E GSIS act 7, Xi reactivation 0.2 and F508del corr -0.5.
`Cc1ccc2oc(=O)n(Cc3ccc(OC(C)C)cc3)c2c1` gave ERp5 inh 6, EWS-Fli block 1, DENV2 CPE rescue -4, ARNT TACC3 PPI -6, PAX8 reporter 2, INS-1E GSIS act 1, Xi reactivation 0.2 and F508del corr 0.8.
`C=CCN(c1ccc(C(=O)NCCCn2ccnc2)cc1)S(C)(=O)=O` gave ERp5 inh 3, EWS-Fli block 2, DENV2 CPE rescue 2, ARNT TACC3 PPI 4, PAX8 reporter 0, INS-1E GSIS act 6, Xi reactivation 0.4 and F508del corr 0.2.
`COC(=O)C1=CN(CC2CCCO2)C=C(C(=O)OC)C1c1cccc(O)c1` (stereo not drawn) gave ERp5 inh 4, EWS-Fli block 13, DENV2 CPE rescue 1, ARNT TACC3 PPI -2, PAX8 reporter 22, INS-1E GSIS act 0, Xi reactivation 0.1 and F508del corr 0.3.
Screening O=C(Nc1ccccc1N1CCOCC1)[C@@H]1O[C@H](CO)[C@H](O)[C@H](O)[C@H]1O returned ERp5 inh 0, EWS-Fli block -2, DENV2 CPE rescue -6, PAX8 reporter 1, INS-1E GSIS act 5, Xi reactivation 0.4 and F508del corr 1.1.
Cc1ccc(S(=O)(=O)NCCC(=O)Oc2ccc3ccc(=O)oc3c2)cc1 was read as ERp5 inh -1, EWS-Fli block 9, DENV2 CPE rescue -2, ARNT TACC3 PPI 12, PAX8 reporter 5, INS-1E GSIS act -21, Xi reactivation 0.0 and F508del corr -0.8.
For COC(=O)c1[nH]nc(-c2ccccc2)c1-c1ccccc1 the results were ERp5 inh 1, EWS-Fli block 13, DENV2 CPE rescue -4, ARNT TACC3 PPI -10, PAX8 reporter 16, INS-1E GSIS act 5, Xi reactivation -0.1 and F508del corr -0.7.
`Cn1c(=S)[nH]c2[nH]c(=O)cnc2c1=O` gave ERp5 inh 6, EWS-Fli block -3, DENV2 CPE rescue 2, ARNT TACC3 PPI -5, PAX8 reporter -6, INS-1E GSIS act 4, Xi reactivation 0.1 and F508del corr -1.6.
